Screening results deposited in PubChem BioAssay by several laboratories.
M1 PAM: human CHRM1 positive allosteric modulation; P11229; CHO-K1 hM1, Fluo-8 calcium fluorescence, ACh EC20; 0% = ACh EC20, 100% = maximal ACh; activation, % at 3 µM; 360,000 compounds, 0.088% hits; AID 588819; in the data active = activation above about 19%, passing the limit was not always enough
Target sequence (P11229 whole entry, looked up): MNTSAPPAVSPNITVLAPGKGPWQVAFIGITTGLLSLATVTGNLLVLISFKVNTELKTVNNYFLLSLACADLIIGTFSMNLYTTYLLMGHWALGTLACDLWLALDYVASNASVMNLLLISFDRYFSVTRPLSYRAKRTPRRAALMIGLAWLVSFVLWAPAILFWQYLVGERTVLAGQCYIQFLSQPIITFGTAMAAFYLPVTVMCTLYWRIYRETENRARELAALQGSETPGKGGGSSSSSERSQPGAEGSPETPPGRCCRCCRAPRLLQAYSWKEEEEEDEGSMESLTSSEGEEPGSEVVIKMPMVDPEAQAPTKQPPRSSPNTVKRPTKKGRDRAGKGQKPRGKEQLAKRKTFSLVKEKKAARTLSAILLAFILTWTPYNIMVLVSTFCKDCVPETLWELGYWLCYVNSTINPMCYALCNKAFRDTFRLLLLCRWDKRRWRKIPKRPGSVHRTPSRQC
M4 ag: agonists of human muscarinic M4 receptor (CHRM4); P08173; CHO-K1 hM4/Gqi5, Fluo-8 calcium fluorescence; vehicle 0%, full acetylcholine response 100%; activation, % at 3 µM; 360,000 compounds, 0.14% hits;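 active = activation above the run mean over all test wells plus 3 SD, cut at about 32% in these data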;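 also: peak over basal fluorescence ratio per well then scaled between controls; 0% = DMSO wells and 100% = acetylcholine at EC100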
CHRM5 agonist: CHRM5 agonism in calcium assay; P08912; CHO-K1 hM5 cells, Fluo-8 calcium fluorescence; 0% DMSO wells, 100% maximal acetylcholine response; activation, % at 3 µM; 360,000 compounds, 0.19% hits; AID 624037;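 active = activation above the run's mean over test compounds plus 3 SD, cut at about 23% in these data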;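 also: signal is peak over basal fluorescence ratio across the kinetic read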
Target sequence (P08912 whole entry, looked up): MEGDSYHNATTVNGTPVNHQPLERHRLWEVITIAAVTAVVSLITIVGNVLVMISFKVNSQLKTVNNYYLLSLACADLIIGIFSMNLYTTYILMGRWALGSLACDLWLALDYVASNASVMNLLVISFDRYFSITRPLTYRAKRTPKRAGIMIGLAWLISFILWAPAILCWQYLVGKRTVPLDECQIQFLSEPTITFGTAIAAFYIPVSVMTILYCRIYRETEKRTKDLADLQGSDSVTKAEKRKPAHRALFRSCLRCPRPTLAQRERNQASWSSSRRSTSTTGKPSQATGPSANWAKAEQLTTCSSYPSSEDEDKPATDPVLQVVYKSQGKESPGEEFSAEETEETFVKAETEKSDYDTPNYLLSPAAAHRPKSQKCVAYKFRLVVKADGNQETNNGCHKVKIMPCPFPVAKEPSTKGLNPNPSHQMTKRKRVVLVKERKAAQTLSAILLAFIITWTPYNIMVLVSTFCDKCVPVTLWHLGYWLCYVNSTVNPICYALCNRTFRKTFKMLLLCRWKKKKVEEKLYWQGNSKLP
M4 antag: CHRM4 antagonism in calcium assay. CHO-hM4 cells, ACh EC80, Fluo-8 calcium fluorescence. inhibition, % at 3 µM. 360,000 compounds, 0.73% hits. AID 624125;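 active = inhibition above its plate's cutoff, the mean inhibition of sample wells plus 3 SD, cut at about 27% in these data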;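 also: 0% = acetylcholine EC80 with DMSO and 100% = DMSO without agonist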
CRFR2-BP antag: antagonists of CRF-binding protein/CRF-R2 receptor complex | HEK293 CRF-R2/CRF-BP, CRF-induced calcium fluorescence | inhibition, % at 11.8 µM | 350,000 compounds, 0.59% hits;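 active = inhibition of the ligand-induced calcium signal above about 50% at the single tested concentration, limit read from the data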
M5 PAM: CHRM5 positive allosteric modulation. 360,000 compounds, 0.3% hits. activation, % at 3 µM. CHO-K1 hM5, Fluo-8 calcium, ACh EC20 PAM; 0% = ACh EC20, 100% = ACh EC100;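 active = activation above the run cutoff, the mean activation of all test compounds plus 3 SD, cut at about 18% in these data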
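system = human M5 receptor in CHO-K1 cells | reagent = EC20 acetylcholine as agonist stimulus | compound dosing = single-point, 3 µM nominal | incubation = Fluo-8 loading 80 min at 37 °C plus 30 min room temperature | detection = Fluo-8 calcium dye fluorescence, kinetic read | benchmarks = low control EC20 acetylcholine (0%), high control EC100 acetylcholine (100%)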
CRFBP-R2 agonist: CRF-BP/CRF-R2 complex agonism | HEK293 CRF-R2/CRF-BP, calcium dye fluorescence (FLIPR); percent of saturating CRF peptide response | activation, % at 13.2 µM | 350,000 compounds, 0.46% hits;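 active = activation of at least 50%, plus an integration ratio under a set limit after plate pattern correction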;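 also: plate controls were neutral control wells without compound for no effect and CRF at EC100 for full effect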
CHRM5 antagonist: CHRM5 antagonism in calcium assay; AID 624040; 360,000 compounds, 0.59% hits; CHO-hM5 cells, Fluo-8 calcium fluorescence, ACh EC80; inhibition, % at 3 µM;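 active = inhibition above a per-plate cutoff, the mean of that plate's test compounds plus 3 SD, cut at about 27% in these data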;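 also: 0% = acetylcholine EC80 with DMSO and 100% = DMSO without agonist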
M4 PAM: positive allosteric modulators of human muscarinic M4 receptor; P08173; CHO-K1 hM4/Gqi5, Fluo-8 calcium fluorescence, ACh EC20; 0% = ACh EC20, 100% = maximal ACh; activation, % at 3 µM; 360,000 compounds, 0.4% hits;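 active = activation above its plate's cutoff, the mean activation of sample wells plus 3 SD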; also: some results filed as inactive read as strong as hits
* marks the source's active call; other numbers are inactive results; nt = no result given.

entry	mol	M4 antag	CHRM5 antagonist	CRFBP-R2 agonist	CHRM5 agonist	M4 ag
1	O=C1COc2ccc(C(=O)COC(=O)CCOc3ccccc3)cc2N1	-14	1	0.5	8	14
2	CC(C)c1ccc(NC(=O)Nc2nc(C(N)COCc3ccccc3)cs2)cc1 (stereo not drawn)	14	5	nt	3	10
3	COc1cc(-c2noc(C)c2/C=C/c2ccc(N)cc2)cc(OC)c1OC	5	6	-3.2	-3	7
4	CC1(C)SC[C@H](C(=O)Nc2cccc(Cl)c2)N1C=O	4	9	1.7	-4	1
5	O=C1CCCC2=C1C1(CCCC1)N=C(Nc1nc3ccccc3s1)N2	-9	-3	1.6	0	4
6	CN(C)c1ccc(NC(=O)CC2NCCNC2=O)cc1 (stereo not drawn)	2	8	2.8	1	1
7	COc1ccc(NC(=O)CSc2nnc(Cn3c(=O)sc4ccccc43)n2C)cc1OC	-5	1	-1.9	0	0
8	O=C(Cc1ccccc1Cl)Nc1cccc(S(=O)(=O)N2CCCCCC2)c1	7	18	1.6	3	14
9	CCc1c(C(=O)N/N=C/c2ccsc2)csc1C	-6	12	-2.2	-2	9
10	CCCOc1ccc(C(=O)Nc2ccc(S(=O)(=O)Nc3onc(C)c3C)cc2)cc1	18	-3	-3.3	2	0

entry	CRFR2-BP antag	M5 PAM	M1 PAM	M4 PAM
1	8	-3	4	6
2	nt	-2	3	-2
3	6	-5	-12	3
4	1	0	6	5
5	-9	1	11	9
6	-43	-2	4	4
7	5	1	-2	4
8	4	-16	-10	-6
9	49	-16	-9	-7
10	11	15	17	16

The list continues.
entry	mol	M4 antag	CHRM5 antagonist	CRFBP-R2 agonist	CHRM5 agonist	M4 ag
11	COc1ccc(NC(=O)CCC(=O)c2cccs2)cc1S(=O)(=O)Nc1ccccc1Cl	-8	-5	-3.8	-2	14
12	CCc1nnc(NS(=O)(=O)c2ccc(NC(=S)NC(=O)/C=C/c3ccc([N+](=O)[O-])cc3)cc2)s1	-7	1	1.5	-1	0
13	O=C(CSCc1cccc(Cl)c1)N/N=C/c1ccc(OCC(=O)N2CCCCC2)cc1	3	5	-1.7	2	18
14	Cc1ccnc(NC(=O)C2CCN(S(=O)(=O)c3ccc(C)c(C)c3)CC2)c1	-14	0	0.2	-3	3
15	COc1cc2c(cc1[N+](=O)[O-])n(C(C)C)c(=O)n2C(C)C	-7	-2	0.3	0	1
16	COc1ccc(C(=O)NCc2ccccc2)cc1S(=O)(=O)N1CCCc2ccccc21	5	8	3.1	-4	4
17	COc1cc(C(=O)NCCc2ccccc2)ccc1OCC(=O)N1CCOCC1	6	-6	-0.7	2	1
18	CCOC(=O)c1sc(NC(=O)CN(CC)CC)c(C(=O)OCC)c1C	14	0	4.8	-2	-1
19	COc1ccc(/C=N/n2c(-c3ccccc3)n[nH]c2=S)cc1	-5	-2	-1.0	-4	0
20	O=C(O)C1C2C=CC(C3CC23)C1C(=O)NCCc1ccccc1 (stereo not drawn)	2	1	8.9	-3	0

entry	CRFR2-BP antag	M5 PAM	M1 PAM	M4 PAM
11	6	-7	-7	-4
12	5	0	4	-7
13	8	-10	-12	-9
14	-2	-1	10	2
15	15	-3	2	5
16	-20	-9	-7	-8
17	-1	8	5	4
18	14	4	8	4
19	17	-5	-6	3
20	26	-1	5	-1

More results.
entry	mol	M4 antag	CHRM5 antagonist	CRFBP-R2 agonist	CHRM5 agonist	M4 ag
21	COc1cccc(NC(=O)c2nc(SC)ncc2Cl)c1	12	4	-1.3	-4	0
22	C#CCOCCOCCOCCNc1nc(N2CCN(C(=O)C([C@@H](C)O)n3cc([C@@H](N)CCCCN)nn3)CC2)nc(N2CCN(C(=O)[C@H](CCCCN)n3cc([C@@H](N)[C@H](C)CC)nn3)CC2)n1 (stereo partly drawn)	-16	-9	-0.1	0	-1
23	COc1ccc(Cn2cccc(NC(=O)Nc3cccc(C#N)c3)c2=O)cc1	5	-6	-0.7	3	9
24	COC(=O)C[C@H]1C=C[C@@H](C(C(=O)OC)C(=O)OC)CN1C(C)=O	-16	-10	0.7	2	2
25	Cc1ncoc1C(=O)N1CCc2c([nH]c3ccccc23)C1C(C)(C)C (stereo not drawn)	3	5	4.1	0	0
26	CCOC(=O)C1(C)CCN1C(=O)Cc1ccc(OC)cc1 (stereo not drawn)	4	4	nt	1	1
27	CN(CC(=O)NCc1ccccc1)Cc1ccc(Cl)cc1	-5	16	-2.7	-4	-1
28	Cc1ccc(C)c(-n2ccnc2SCC(N)=O)c1	7	0	-1.3	1	1
29	NC(=O)C1(Nc2ccc(Br)cc2)CCCC1	-5	16	-0.2	2	2
30	COC(=O)c1sccc1S(=O)(=O)NCc1ccc(S(N)(=O)=O)cc1	4	-5	-3.0	1	1

entry	CRFR2-BP antag	M5 PAM	M1 PAM	M4 PAM
21	-1	0	2	-1
22	3	0	3	3
23	12	-9	7	-7
24	18	4	3	9
25	-22	3	12	5
26	nt	1	8	-2
27	-3	-2	2	-2
28	4	6	7	-3
29	2	3	11	13
30	2	-1	1	0

Overlap with the part before: three compounds, then new ones.
entry	mol	M4 antag	CHRM5 antagonist	CRFBP-R2 agonist	CHRM5 agonist	M4 ag
28	Cc1ccc(C)c(-n2ccnc2SCC(N)=O)c1	7	0	-1.3	1	1
29	NC(=O)C1(Nc2ccc(Br)cc2)CCCC1	-5	16	-0.2	2	2
30	COC(=O)c1sccc1S(=O)(=O)NCc1ccc(S(N)(=O)=O)cc1	4	-5	-3.0	1	1
31	CC1CCc2c(C(=O)Nc3ccccn3)csc2C1 (stereo not drawn)	7	0	-0.9	-7	-2
32	O=C(NCC1CCCO1)c1cc([N+](=O)[O-])ccc1N1CCC(Cc2ccccc2)CC1 (stereo not drawn)	2	11	0.0	-5	7
33	CCOc1ccc(N=Nc2cc(C(C)C)ccc2O)cc1	0	3	0.7	-1	1
34	CCO[C@@H]1OC(C(=O)NC2CC2)=C[C@H](c2ccccc2)[C@H]1CCCO	-8	10	5.0	2	2
35	CC(=O)Nc1ccc(S(=O)(=O)Nc2ncccn2)cc1	2	2	1.3	-3	1
36	COc1cccc(S(=O)(=O)Nc2ccc(C(=O)Nc3ccncc3)cc2)c1	2	4	-1.2	-3	3
37	CN1CCC(OC(=O)COc2ccc(Cl)cc2Cl)CC1	7	15	0.4	-17	2
38	COc1cccc2c1OCC(CN1CCN(Cc3ccccc3F)C(CCO)C1)=C2 (stereo not drawn)	12	4	1.0	-1	1
39	COc1ccc(C(c2nnnn2C(C)(C)C)N2CCN(C)CC2)cc1OC (stereo not drawn)	-16	-5	1.9	1	1
40	Cc1ccc(-c2nc3ccccc3s2)cc1NC(=S)NC(=O)c1cccc2ccccc12	0	4	11	-1	1

entry	CRFR2-BP antag	M5 PAM	M1 PAM	M4 PAM
28	4	6	7	-3
29	2	3	11	13
30	2	-1	1	0
31	57*	1	5	10
32	-4	-15	-9	-8
33	-23	-3	11	4
34	12	2	4	6
35	-5	5	2	-6
36	19	-4	1	1
37	-15	-33	-27	-16
38	11	0	4	-9
39	19	2	3	19
40	-38	-2	5	2

Further records follow:
entry	mol	M4 antag	CHRM5 antagonist	CRFBP-R2 agonist	CHRM5 agonist	M4 ag
41	CC(C)OC(=O)CSc1nnc(-c2ccc([N+](=O)[O-])cc2)o1	3	-8	1.9	-3	5
42	CCCC(=O)Nc1ccc(NC(=O)c2ccco2)cn1	2	-5	-0.2	-6	1
43	COCCCNC(=O)c1ccc(-c2csc(C)n2)cc1	-6	12	1.3	3	1
44	COc1ccc(Cl)cc1NC(=O)C1CCN(S(C)(=O)=O)CC1	-2	1	0.3	3	2
45	Cc1cc(NC(=O)COC(=O)Cn2[nH]c(=O)c3ccccc3c2=O)c([N+](=O)[O-])cc1C	-14	2	1.5	3	0
46	Cc1[nH]c2ccc(C(=O)N3CCCCC3)cc2c1C	4	-1	-1.4	-1	1
47	CCOC(=O)Cc1csc(NS(=O)(=O)c2ccc(Cl)cc2)n1	4	-6	-1.2	-1	1
48	CC1(C)CC(=O)C(C=NCc2cccnc2)=C(O)C1	3	2	-0.9	-3	1
49	COc1cc2c(cc1OC)CN(C(=O)CN1C(=O)NC3(CCCCC3C)C1=O)CC2 (stereo not drawn)	-2	8	-0.1	1	0
50	CCC(C)NC(=S)NNC(=O)c1ccc(C(C)(C)C)cc1 (stereo not drawn)	3	3	-0.3	0	1

entry	CRFR2-BP antag	M5 PAM	M1 PAM	M4 PAM
41	2	-5	4	-4
42	1	5	6	2
43	9	-1	16	7
44	4	-2	14	1
45	-18	-5	-3	4
46	-5	1	3	2
47	-5	3	4	1
48	0	4	-4	5
49	-2	3	4	1
50	17	2	7	-3

Complete entries, quoted from the list. Order of values: M4 antag, CHRM5 antagonist, CRFBP-R2 agonist, CHRM5 agonist, M4 ag, CRFR2-BP antag, M5 PAM, M1 PAM, M4 PAM
COCCCNC(=O)c1ccc(-c2csc(C)n2)cc1 is listed as -6, 12, 1.3, 3, 1, 9, -1, 16, 7
CC(C)OC(=O)CSc1nnc(-c2ccc([N+](=O)[O-])cc2)o1 is listed as 3, -8, 1.9, -3, 5, 2, -5, 4, -4
Cc1cc(NC(=O)COC(=O)Cn2[nH]c(=O)c3ccccc3c2=O)c([N+](=O)[O-])cc1C is listed as -14, 2, 1.5, 3, 0, -18, -5, -3, 4
COc1cc2c(cc1OC)CN(C(=O)CN1C(=O)NC3(CCCCC3C)C1=O)CC2 (stereo not drawn) is listed as -2, 8, -0.1, 1, 0, -2, 3, 4, 1
CCCC(=O)Nc1ccc(NC(=O)c2ccco2)cn1 is listed as 2, -5, -0.2, -6, 1, 1, 5, 6, 2

Going on with the list:
entry	mol	M4 antag	CHRM5 antagonist	CRFBP-R2 agonist	CHRM5 agonist	M4 ag
51	C#CCOCCOCCOCCNc1nc(N2CCN(C(=O)[C@H](CCCCN)n3cc(CC(C)O)nn3)CC2)nc(N2CCN(C(=O)[C@H](Cc3ccc(O)cc3)n3cc(CCO)nn3)CC2)n1 (stereo partly drawn)	2	21	-1.3	1	0
52	CCCNC(=S)N1CCN(c2nc(-c3ccc(C)cc3)cs2)CC1	10	11	-3.2	1	8
53	CC(=O)N1CCN(C(=O)c2ccc(Oc3ccccc3)cc2)CC1	12	7	-1.1	-3	1
54	CCOCCc1nnc(NC(=O)C2CC(=O)N(CCc3ccc(F)cc3)C2)s1 (stereo not drawn)	11	4	0.6	0	0
55	COc1cccc(NC(=O)C(C)N2C(=O)c3ccccc3S2(=O)=O)c1 (stereo not drawn)	2	-2	-0.8	5	3

entry	CRFR2-BP antag	M5 PAM	M1 PAM	M4 PAM
51	-7	-6	0	-3
52	8	-17	-4	-13
53	-1	-1	-5	-12
54	3	-2	13	0
55	10	-3	-1	-7
